Salmonella PhoP GFP – inhibitors of PhoP regulon expression, primary screen, Salmonella Typhimurium, GFP reporter (AID 1863) | S. Typhimurium PhoP-regulated promoter GFP reporter, 4 h; higher % means a stronger effect | inhibition, % at 50 µM, or IC50 in µM where a hit was titrated | 0.16% of 300,000 active;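 active = inhibition over 29.93%, a cutoff 3 SD above the screen mean, later confirmed by dose response; inconclusive = inhibition over 29.93% but no dose response follow-up; inactive = inhibition at most 29.93% or unconfirmed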;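 note: 0% = low Mg2+ inducing control and 100% = high Mg2+ repressing control; strong numbers were not always called active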
HIV fusion peptide – inhibitors of HIV fusion peptide binding, primary screen, biochemical, uHTS, fluorescence dequenching (AID 1986); 0.3% of 290,000 active; one-dose inhibition, % at 20 µM; IC50 in µM for titrated hits; cell-free peptide binding, fluorescence dequenching, 30 min; higher % means a stronger effect; in the data active = inhibition mostly above about 52%, no sharp cut-off; inactive = mostly below about 76%; note: some results filed as inactive read as strong as hits
SV40 large T antigen – SV40 large T antigen inhibitors, biochemical (AID 1903). SV40 large T antigen ATPase/helicase inhibition assay; higher % means a stronger effect. inhibition, % at 20 µM, or IC50 in µM where a hit was titrated. 0.39% of 310,000 active; in the data active = a potency from the dose series; inconclusive = inhibition mostly from about 32% at the one dose, without a potency; inactive = the rest, 99 in 100 with inhibition below about 32%; note: strong numbers were not always called active
K1F lysis inhibition – inhibition of K1F phage lysis, E. coli UTI89, bacterial capsule biogenesis inhibitors, alamar blue (AID 488966); E. coli UTI89 K1F phage lysis, alamar blue, 2 h; higher % means a stronger effect; inhibition, % at 100 µM; hits with a dose series show IC50 in µM; 0.02% of 340,000 active;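 active = phage lysis inhibition, versus mean bacterial control, above a set limit; inconclusive = no clear call, values can overlap the other calls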;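 note: capsule biogenesis inhibitors block K1F phage lysis so surviving cells raise fluorescence; higher fluorescence means more inhibition of phage lysis; actives were called in the ten point dose series up to 300 µM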
NS5 inhibitors – Dengue-2 NS5 methyltransferase inhibitors, primary screen, biochemical, confirmation dose response (AID 588689). Genome polyprotein (Dengue virus type 2 (strain 16681-PDK53)). Dengue-2 NS5 methyltransferase capping enzyme assay, biochemical; higher % means a stronger effect. inhibition, % at 25 µM; hits with a dose series show IC50 in µM. 0.3% of 340,000 active; in the data active = a potency from the dose series; inconclusive = inhibition above about 29% without an active follow-up result
GPR35 arrestin U2OS – GPR35 antagonists blocking zaprinast-driven arrestin recruitment, primary screen, imaging, U2OS, beta-arrestin-GFP, zaprinast agonist (AID 2058). U2OS GPR35 beta-arrestin-GFP translocation imaging, zaprinast antagonism; higher % means a stronger effect. inhibition, % at 10 µM; hits with a dose series show IC50 in µM. 0.052% of 290,000 active;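 active = inhibition of at least 50% with at least 30 cells and total cytoplasm GFP at most 10,000,000; inconclusive = under 30 cells or total GFP of 10,000,000 plus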
GPR55 antagonists – GPR55 antagonists blocking LPI-driven arrestin recruitment, primary screen, imaging, U2OS, beta-arrestin-GFP, LPI agonist (AID 2013). one-dose inhibition, % at 10 µM; IC50 in µM for titrated hits. 0.13% of 290,000 active. U2OS GPR55 beta-arrestin-GFP translocation imaging, LPI antagonism; higher % means a stronger effect. G-protein coupled receptor 55 (Homo sapiens);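 active = spots per cell inhibited over 60%, with over 100 cells counted and total cytoplasm intensity under 500,000; inconclusive = wells with under 100 cells, flagged as likely toxic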;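 note: U2OS cells stably carrying GPR55 and arrestin-GFP stimulated by 5 µM LPI near EC80; imaged beta-arrestin-GFP aggregate spots per cell after agonist stimulation; plate controls were LPI-stimulated DMSO wells for no effect and DMSO wells without LPI for full effect; some results filed as inactive read as strong as hits; confirmed hits need IC50 under 10 µM and bright autofluorescent wells are also inconclusive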
RSV CPE inhibition – RSV antiviral activity via CPE protection, HEp-2 cells, primary 10 µM value included (AID 2391) | CPE inhibition, % at 10 µM; hits with a dose series show IC50 in µM | 0.13% of 310,000 active | HEp-2 cells, RSV-induced CPE inhibition; higher % means a stronger effect; in the data active = a potency from the dose series; inconclusive = CPE inhibition mostly from about 23% at the one dose, without a potency; inactive = the rest, 99 in 100 with CPE inhibition below about 21%; note: strong numbers were not always called active
Rac1 GTP hydrolysis – MgcRacGAP GTPase-activating activity inhibitors, confirmation, biochemical, ADP Hunter fluorescence. inhibition, % at 30 µM, or IC50 in µM where a hit was titrated. MgcRacGAP-stimulated Rac1 GTP hydrolysis, ADP Hunter fluorescence; higher % means a stronger effect; GST-tagged Rac1 F28L mutant substrate. 0.6% of 340,000 active;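 active = first-screen hits whose inhibition reached a set limit at any dose in the follow-up dose series; inconclusive = inhibition above the set first-screen limit but never retested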;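 note: fluorescence reports GDP produced by GAP-driven GTP hydrolysis; strong numbers were not always called active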
NS5 inhibitors pilot replicate – further read-out of NS5 inhibitors, marked with its call; inhibition, %; measured here: pilot screen replicate inhibition
Numbers without * were called inactive; u = inconclusive; x = not tested or not shown; [ ] = dose if it differs, or a comment.

Start of the listing, in advance:
SMILES	Salmonella PhoP GFP	HIV fusion peptide	SV40 large T antigen	K1F lysis inhibition	NS5 inhibitors	GPR35 arrestin U2OS	GPR55 antagonists	RSV CPE inhibition	Rac1 GTP hydrolysis	others
Cc1ccc(NC(=O)CNC(=O)c2ccc(C)o2)cc1	6%	-0.2%	-3%	-0.2%	0%	10%	8%	-0.4%	-1%
COC(=O)c1cc(OC)c(OC)cc1NC(=S)N1CCN(Cc2ccccc2)CC1	-2%	0.5%	18%	0.0%	-2%	-14%	5%	1.2%	8%

The list itself, from the start:
SMILES	Salmonella PhoP GFP	HIV fusion peptide	SV40 large T antigen	K1F lysis inhibition	NS5 inhibitors	GPR35 arrestin U2OS	GPR55 antagonists	RSV CPE inhibition	Rac1 GTP hydrolysis	others
Cc1ccc(NC(=O)CNC(=O)c2ccc(C)o2)cc1	6%	-0.2%	-3%	-0.2%	0%	10%	8%	-0.4%	-1%
COC(=O)c1cc(OC)c(OC)cc1NC(=S)N1CCN(Cc2ccccc2)CC1	-2%	0.5%	18%	0.0%	-2%	-14%	5%	1.2%	8%
Cc1ccc(OCCCn2ccnc2)c(Br)c1	4%	2.9%	23%	1.8%	-4%	10%	-3%	5.8%	29%
O=C(Oc1c(CN2CCOCC2)cc(Cl)c2cccnc12)c1cccs1	9%	-2.1%	5%	-0.2%	-4%	7%	-5%	6.0%	6%
O=C(c1ccc2c(c1)OCO2)N1CCN(S(=O)(=O)c2ccccc2)CC1	-2%	-0.5%	3%	0.1%	0%	-6%	12%	1.6%	8%
COc1cc(C#Cc2c(-c3cncn3C)n(C)c3ccc(-c4ccc5[nH]ccc5c4)cc23)cc(OC)c1	x	x	x	1.2%	1%	x	x	3.0%	2%
COc1ccc(-n2c(C)cc(=O)[nH]c2=O)cc1	0%	-1.8%	3%	0.1%	-3%	-2%	1%	-0.2%	9%	NS5 inhibitors pilot replicate=2.4
[O-][n+]1c2cc(C(F)(F)F)ccc2c2n1CCN=C2c1ccc(Cl)cc1	x	x	11%	6.7%	-1%	x	x	4.0%	7%
C=CCN(C(=O)Nc1ccc(OC)cc1)c1nnc(-c2ccncc2)s1	4%	-1.1%	6%	0.5%	-5%	-3%	6%	-1.4%	11%
CCOc1ccc2[nH]c3c(NCC(C)C)ncnc3c2c1	4%	-2.6%	5%	0.1%	-4%	9%	12%	3.6%	21%
Cc1cc(N(C)C)c(C#N)c(N2CCOCC2)n1	22%	1.6%	3%	0.7%	1%	-3%	9%	-0.5%	3%
CCCCN(C)c1c(N2CCC(C(=O)OCC)CC2)c(=O)c1=O	-9%	0.2%	18%	0.1%	-3%	1%	4%	0.2%	3%
COc1ccc(C(=O)COC(=O)CCS(=O)(=O)c2ccc(C)cc2)c(OC)c1	-5%	x	14%	0.5%[50 µM]	-12%	x	x	-1.8%	4%
CC1=C(C(=O)Nc2ccc(C)cc2)C(c2cccs2)NC(=S)N1 (configuration not stated)	11%	0.0%	11%	7.1%	-1%	17%	11%	-0.1%	8%
O=C(Nc1cc(Cl)ccc1Cl)c1cc(-c2ccco2)on1	2%	3.8%	2%	-0.2%	-17%	7%	-2%	2.2%	5%
COc1ccc(/C=C(/C(=O)c2ccc(Cl)cc2Cl)n2cncn2)cc1	3%	2.1%	6%	-0.5%	-8%	-5%	27%	u	12%
Cc1ccnc(SCC(=O)c2cccc([N+](=O)[O-])c2)n1	4%	-1.0%	5%	1.8%	-5%	-6%	6%	0.2%	11%
O=C(NNC(=O)C1CCCCC1)C(=O)NC1CCCCC1	-4%	0.1%	11%	-0.2%	-3%	11%	10%	0.4%	4%
Cc1ccc(C)c(C(=O)c2c(C)nc3sccn23)c1	13%	0.3%	12%	0.2%	8%	7%	-2%	14%	5%
Cc1ccc(C(=O)NC(C)c2nc3ccccc3n2CC(=O)Nc2c(C)cc(C)cc2C)cc1 (configuration not stated)	-6%	0.3%	11%	x	x	-12%	6%	1.1%	x
Cn1ncc(Cl)c1C(=O)Nc1cccc(Cl)c1	-7%	-2.7%	4%	-0.6%	1%	-12%	4%	2.3%	10%
Cc1ccc(S(=O)(=O)NC(=O)NCCc2ccccc2)cc1	-2%	-0.1%	7%	-0.5%	-1%	-2%	13%	-1.7%	4%
O=C(Nc1nc(-c2ccccc2)cs1)c1cccc([N+](=O)[O-])c1C(=O)O	8%	6.8%	-2%	1.2%	x	11%	5%	0.6%	4%
CC(C)C(=O)Nc1c(-c2cccs2)c(=O)c2ccccc2n1C	1%	13%	0%	-1.4%	-9%	-2%	6%	-0.2%	-1%
COc1ccccc1NC(=O)c1ccc(COc2ccccc2OC)o1	7%	0.7%	-4%	-0.7%	1%	7%	-4%	2.0%	3%
O=C(c1ccc2nc(Cc3cccc(Cl)c3)oc2c1)N1CCOCC1	9%	0.7%	9%	-0.1%	0%	-10%	-1%	3.7%	3%
CCCCn1nnnc1NCc1ccc(N(CC)CC)cc1	3%	0.3%	11%	1.6%	-4%	-3%	1%	1.1%	14%
CC(C)N(C(=O)Cn1cc(SCC(=O)NCC2CCCO2)c2ccccc21)C(C)C (configuration not stated)	-7%	0.9%	19%	0.5%	-1%	-1%	21%	1.1%	6%
O=C(NCCCN1CCOCC1)c1cc(-c2ccc(Br)cc2)nc2ccccc12	-8%	x	12%	1.1%[50 µM]	5%	x	x	-3.3%	8%
Cc1cc(NC(=O)CSc2nnnn2-c2ccc(C)c(Cl)c2)no1	6%	0.6%	2%	0.1%	7%	1%	-6%	1.6%	5%
COC(=O)c1ccc(NCC(=O)c2ccccc2)cc1	-6%	0.6%	-4%	1.6%	-2%	-5%	18%	-1.6%	7%
c1ccc(N2OCC3Cn4c(nc5ccccc54)C32)cc1 (configuration not stated)	-5%	-1.7%	28%	-0.3%	6%	8%	3%	2.9%	5%
O=C(O)CS(=O)(=O)CC(=O)NCc1cccc(C(F)(F)F)c1	2%	1.9%	7%	0.1%	5%	6%	-1%	1.3%	4%
O=C(Nc1ccc2c(c1)OCO2)c1cc(-c2cccnc2)nc2ccccc12	1%	-2.7%	1%	-1.0%	-3%	6%	6%	2.3%	-4%
Cc1ccccc1OCc1nc2ccccc2[nH]1	15%	-0.8%	19%	5.6%	-2%	6%	20%	-0.7%	12%
Cc1ccnc2nc(C(=O)Nc3ccc4c(c3)OCO4)nn12	34%	-2.4%	11%	0.5%	-3%	-1%	4%	-1.8%	10%
CCn1c2ccccc2c2cc(CC(N)=O)ccc21	-4%	0.1%	14%	0.7%	1%	6%	3%	x	8%
COc1ccccc1CNC(=O)COC(=O)c1ccc(C)c(S(=O)(=O)N2CCOCC2)c1	4%	x	11%	0.2%[50 µM]	5%	x	x	0.4%	6%
CCOC(=O)C1(Cc2cccc(Cl)c2)CCCN(C(=O)c2ccoc2C)C1 (configuration not stated)	5%	2.2%	4%	-0.2%	0%	1%	-8%	1.8%	-3%
Cc1ccc(CN2C3CCCC2CC(NC(=O)c2ccc(C)cc2)C3)cc1 (configuration not stated)	8%	-1.1%	8%	0.1%	-6%	18%	8%	-4.0%	5%
COC(=O)N/N=C/C1=CCC2CC1C2(C)C (configuration not stated)	3%	-1.8%	0%	-0.2%	1%	-7%	4%	-0.3%	5%
C/C(=N\Nc1ncc(Br)cn1)c1cccc([N+](=O)[O-])c1	-1%	0.4%	11%	0.8%	x	5%	-2%	5.6%	19%
CC(=O)c1c(C)[nH]c(C(=O)N2CCc3ccccc32)c1C	-13%	-1.2%	9%	-2.5%	-7%	14%	6%	4.4%	3%
COc1ccccc1CNC(=O)/C(C#N)=C/c1ccc(OC)c(OC)c1OC	10%	0.4%	12%	-0.2%	-10%	18%	7%	-2.7%	6%
CN(Cc1cccc(F)c1)C(=O)C(c1ccccc1)c1ccccc1	0%	2.3%	5%	-0.1%[50 µM]	0%	0%	4%	5.1%	5%
CCn1c2ccccc2c2nnc(SCC(=O)Nc3c(C)n(C)n(-c4ccccc4)c3=O)nc21	-6%	-1.2%	12%	-0.4%	-9%	4%	14%	18%	0%
CCC(=O)NC(Nc1ccccn1)(C(=O)OC)C(F)(F)F (configuration not stated)	6%	0.3%	14%	-4.8%	-4%	9%	4%	0.4%	4%
COc1ccc(CCNC(=O)/C=C/c2ccc(S(=O)(=O)N3CCOCC3)cc2)cc1	x	x	x	1.6%[50 µM]	-1%	x	x	-0.5%	-1%
O=C(O)c1cc(NCc2ccc(F)cc2)ccc1N1CCOCC1	-6%	-0.6%	24%	0.6%	55%	0%	15%	1.6%	8%
Cc1nnc(NC(=O)c2cccc(NC(=O)C(C)C)c2)s1	2%	-0.7%	18%	0.7%	2%	-1%	-1%	2.8%	7%
Cc1c(C(=O)O)cccc1-c1ccc(/C=N/Nc2ccc(Br)cc2)o1	-21%	32%	25%	-5.5%	22%	7%	0%	19%	24%
CCCN=C(N)/C(C(=O)OCC)=C(\O)c1ccc(OC)cc1	-6%	-0.2%	2%	5.5%	0%	-8%	-10%	0.2%	5%
CC(=O)c1cnc2c(-c3cccc(Br)c3)cnn2c1C	-13%	1.4%	10%	2.7%	-1%	-3%	14%	u	13%
COc1cc(/C=C2/SC(=S)N(c3c(C)n(C)n(-c4ccccc4)c3=O)C2=O)ccc1O	-1%	6.1%	27%	-0.7%	12%	2%	-6%	0.9%	44µM*
Cc1oc(-c2cccc(F)c2)nc1CN1CCCCC1CCn1cccn1 (configuration not stated)	2%	3.0%	2%	0.1%	-15%	-12%	12%	-0.8%	4%
O=C1c2sc3nc4n(c(=O)c3c2CCC1Br)CCCCC4 (configuration not stated)	-2%	11%	56%	2.4%	84%	-8%	4%	2.0%	-21%
CCn1nccc1C(=O)Nc1ccccc1OC	3%	-1.1%	3%	-1.6%	4%	6%	-5%	1.3%	11%
Cc1nnc(NC(=O)Cn2nc(C)c3ccccc3c2=O)s1	10%	0.9%	5%	0.1%	2%	10%	17%	0.1%	6%
CC(OC(=O)CCCNC(=O)c1ccc(Cl)cc1)C(=O)N(C)Cc1ccccc1 (configuration not stated)	1%	-1.4%	-11%	-0.1%	-6%	-15%	-4%	0.9%	0%
Cc1cc(C)n2nc(SCC(=O)Nc3ccc(F)cc3)nc2n1	-6%	0.4%	13%	-0.1%	-4%	-10%	-2%	1.2%	9%
